Source: PubChem BioAssay
NadD block = inhibitors of S. aureus NadD, primary screen, biochemical, colorimetric, uHTS; purified NadD enzyme, colorimetric absorbance read-out; inhibition, % at 20 µM; hit rate 0.78% among 360,000; AID 602399, 2012; in the data active = inhibition above about 26%; note: some compounds past the cut are filed as inactive
SKN-1 inh = suppressors of acrylamide-induced Pgst-4::GFP reporter in worms, primary screen, SKN-1 inhibitor project, whole organism, uHTS, GFP/RFP fluorescence ratio, strain VP596. C. elegans VP596 Pgst-4::GFP/RFP ratio, 24 h. inhibition, % at 21.8 µM. hit rate 0.49% among 360,000;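 active = interference check ratio from 0.5 to 1.5 plus GFP to RFP signal ratio inhibition reaching or exceeding a fixed threshold, cut at about 30% in these data, passing the limit was not always enough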; note: some compounds called inactive have numbers as strong as hits
CendR NRP1 mod = modulators of CendR peptide binding to NRP-1, primary screen, biochemical, fluorescence polarization, uHTS. Neuropilin-1 (Homo sapiens), O14786. FAM-RPARPAR peptide binding to NRP-1. inhibition, % at 25 µM. hit rate 0.85% among 360,000;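 active = inhibition or corrected inhibition above about 18%, plus a signal ratio from 0.5 to 1.5, limit read from the data, passing the limit was not always enough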; note: strong numbers were not always called active
Scp-1 inhibitor = Scp-1 phosphatase inhibitors, primary screen, biochemical, colorimetric, uHTS; Carboxy-terminal domain RNA polymerase II polypeptide A small phosphatase 1 (Homo …; Recombinant Scp1, phosphopeptide, malachite green phosphate absorbance; inhibition, % at 20 µM; hit rate 0.88% among 340,000; AID 493091, 2011;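 active = inhibition above about 50% at 20 µM, limit read from the data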;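 note: plate controls were DMSO wells with enzyme for no effect and wells lacking enzyme for full effect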
Target sequence (Q9GZU7 76-261 limits assumed): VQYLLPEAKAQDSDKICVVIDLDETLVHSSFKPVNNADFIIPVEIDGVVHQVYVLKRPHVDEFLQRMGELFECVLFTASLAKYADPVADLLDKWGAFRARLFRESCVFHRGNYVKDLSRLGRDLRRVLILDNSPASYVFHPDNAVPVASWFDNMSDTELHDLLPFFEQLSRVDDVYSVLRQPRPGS
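Assay system: SCP-1 catalytic fragment, aa 76-261 | Buffer or medium: Tris acetate buffer pH 5.5 with MgCl2 and Tween-20 | Compound: One concentration, 20 µM, with 1.0% DMSO | Also added: Phospho 17-mer peptide substrate | Signal: Absorbance at 630 nm | Incubation: 45 min enzyme reaction at room temperature | Measure: % inhibition of SCP-1 phosphate liberation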
STEP inh = STEP phosphatase inhibitors, primary screen, biochemical, fluorescence intensity, uHTS; hit rate 0.25% among 360,000; recombinant STEP, OMFP fluorogenic substrate; inhibition, % at 20 µM;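 active = inhibition at 20 µM, scaled per plate between control wells, above about 37%, limit read from the data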;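 note: 0% = DMSO with enzyme and substrate and 100% = substrate only without enzyme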
Target sequence (P54829 whole entry, looked up): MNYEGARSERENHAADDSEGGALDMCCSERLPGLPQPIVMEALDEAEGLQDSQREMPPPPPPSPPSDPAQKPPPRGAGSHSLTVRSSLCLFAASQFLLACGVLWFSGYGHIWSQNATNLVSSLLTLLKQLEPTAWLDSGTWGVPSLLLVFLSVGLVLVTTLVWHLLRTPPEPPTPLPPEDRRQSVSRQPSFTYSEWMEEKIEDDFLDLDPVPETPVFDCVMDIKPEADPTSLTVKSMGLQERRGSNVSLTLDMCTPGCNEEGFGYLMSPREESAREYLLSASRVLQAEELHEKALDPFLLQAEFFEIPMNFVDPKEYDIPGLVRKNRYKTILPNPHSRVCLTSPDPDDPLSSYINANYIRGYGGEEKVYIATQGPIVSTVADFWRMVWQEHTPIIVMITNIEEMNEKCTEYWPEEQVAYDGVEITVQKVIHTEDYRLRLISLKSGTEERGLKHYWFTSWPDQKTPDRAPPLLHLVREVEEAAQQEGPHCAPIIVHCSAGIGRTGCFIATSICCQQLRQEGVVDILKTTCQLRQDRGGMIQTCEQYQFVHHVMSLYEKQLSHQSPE
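Test system: STEP tyrosine phosphatase / Reagent: OMFP at 25 µM / Doses: 20 µM, 1% DMSO / Read-out: percent inhibition scaled to no-enzyme and uninhibited-enzyme controls, plate-pattern corrected / Detection: FITC-channel fluorescence of OMFP product / Medium: Bis-Tris buffer pH 6.0, 2.5 mM DTT, 0.005% Tween 20 / Schedule: 20 min at room temperature, dark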
DNMT1 block = human DNMT1 methyltransferase inhibitors, primary screen, biochemical, molecular beacon, fluorescence, HinP1I cleavage, uHTS | AID 588458, 2011 | inhibition (reported as % activation of signal), % at 10 µM | hit rate 0.83% among 360,000 | DNA (cytosine-5)-methyltransferase 1 (Homo sapiens), P26358; in the data active = inhibition above about 50%
TbMetRS inhib = T. brucei MetRS inhibitors, primary screen, biochemical, luminescence. AID 624268, 2012. hit rate 0.4% among 360,000. purified T. brucei MetRS, ATP depletion, Kinase-Glo luminescence. inhibition, % at 11.9 µM. methionyl-tRNA synthetase (Trypanosoma brucei brucei);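 active = inhibition above a per-plate cutoff of the control wells' mean inhibition plus 3 SD, cut at about 5.5% in these data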;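 note: 0% = DMSO wells median and 100% = median of wells with control inhibitor compound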
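technique = Kinase-Glo luminescence, ATP depletion format | system = purified MetRS (methionyl-tRNA synthetase) enzyme from Trypanosoma brucei | timing = 15 min preincubation, 2 h reaction, all 25 °C | evaluation = percent inhibition versus plate control medians | dosing = single dose, 11.9 µM final nominal, 0.9% final DMSO | also added = substrates ATP, L-methionine and bulk Escherichia coli tRNA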
Neddylation inh = inhibitors of cullin neddylation, primary screen, biochemical, TR-FRET, uHTS, NAE and Ubc12. NEDD8-conjugating enzyme Ubc12 (Homo sapiens) + NEDD8-activating enzyme E1 regulatory …. AID 651699, 2012. calls only at 25 µM. hit rate 0.58% among 360,000; in the data active = inhibition above about 36%
SUMO1-SIM PPI = modulators of SUMO1 protein-protein interactions, primary screen, biochemical, uHTS; SUMO1 binding to a labelled peptide, TR-FRET, 1 h; inhibition, % at 20 µM; hit rate 0.33% among 360,000; in the data active = inhibition above about 37%
Target sequence (P63165 whole entry, looked up): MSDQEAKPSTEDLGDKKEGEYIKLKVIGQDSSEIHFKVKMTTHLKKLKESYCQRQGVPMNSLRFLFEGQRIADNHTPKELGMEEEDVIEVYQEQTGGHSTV
LMPTP block = LMPTP phosphatase inhibitors, primary screen, biochemical, fluorescence intensity, uHTS; hit rate 0.22% among 360,000; inhibition, % at 20 µM; recombinant LMPTP-A, OMFP fluorogenic substrate; AID 651560, 2012; Low molecular weight phosphotyrosine protein phosphatase (Homo sapiens), P24666;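 active = compounds that cut the enzyme signal by at least half of the control window in the single-dose screen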;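 note: plate controls were DMSO wells with enzyme plus substrate for no effect and substrate without enzyme for full effect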
Target sequence (P24666 whole entry, looked up): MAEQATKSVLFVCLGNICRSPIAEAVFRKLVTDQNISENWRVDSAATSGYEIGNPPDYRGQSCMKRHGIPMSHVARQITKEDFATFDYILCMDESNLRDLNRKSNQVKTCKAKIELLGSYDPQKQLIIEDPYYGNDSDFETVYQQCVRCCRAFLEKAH
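Assay system: LMPTP-A phosphatase enzyme | Input: 0.625 nM enzyme | Also added: Fluorogenic phosphatase substrate OMFP at 400 µM final | Compound dosing: One test concentration per compound, 20 µM, with 3% DMSO overall | Schedule: 50 min enzyme reaction at room temperature, protected from light | Signal: Fluorescence intensity | Benchmarks: no-enzyme and uninhibited controls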
* hit, by the source's call.

Results for C/C(=N\NC(=O)c1cc2ccccc2cc1O)c1ccccn1 ?
NadD block: 8.1; SKN-1 inh: -1.4; CendR NRP1 mod: -3.3; Scp-1 inhibitor: 16.8; STEP inh: 21.8; DNMT1 block: -0.8; TbMetRS inhib: -0.1; Neddylation inh: inactive; SUMO1-SIM PPI: -6.7; LMPTP block: -0.3

Results for Oc1ccc(C(c2nnnn2C2CCCC2)N2CCc3ccccc3C2)cc1 (stereo unspecified) ?
NadD block: 9.3; SKN-1 inh: 27.3; CendR NRP1 mod: -4.3; Scp-1 inhibitor: -4.1; STEP inh: 0.0; DNMT1 block: -11.8; TbMetRS inhib: -1.9; Neddylation inh: inactive; SUMO1-SIM PPI: -2.8; LMPTP block: -0.2

How did CC(C)(C)NC(=O)C(c1cccs1)N(Cc1cccs1)C(=O)c1csnn1 (stereo unspecified) do in these assays?
NadD block: 0.9; SKN-1 inh: 14.5; CendR NRP1 mod: -2.0; Scp-1 inhibitor: -3.4; STEP inh: -2.3; DNMT1 block: 0.7; TbMetRS inhib: -0.7; Neddylation inh: inactive; SUMO1-SIM PPI: 2.4; LMPTP block: 0.3

How did CCC(C(=O)NC1CCCC1)n1c2ccccc2c2nc(=O)cc(C)n21 (stereo unspecified) do in these assays?
NadD block: 4.5; SKN-1 inh: -4.8; CendR NRP1 mod: 13.6; Scp-1 inhibitor: -2.4; STEP inh: -0.1; DNMT1 block: 1.9; TbMetRS inhib: -0.4; Neddylation inh: inactive; SUMO1-SIM PPI: -0.7; LMPTP block: 1.6

Results for Cn1c(=O)[nH]c(=O)c2c1nc(NCCc1ccccc1)n2CC(O)COc1ccccc1 (stereo unspecified) ?
NadD block: 5.1; SKN-1 inh: 1.6; CendR NRP1 mod: 10.6; Scp-1 inhibitor: -1.6; STEP inh: -3.8; DNMT1 block: 2.5; TbMetRS inhib: 0.2; Neddylation inh: inactive; SUMO1-SIM PPI: 0.2; LMPTP block: -1.5

What do the screens show for `CC(CN1C(C)CCCC1C)OC(=O)c1ccccc1Br` (stereo unspecified)?
NadD block: -5.0; SKN-1 inh: 4.2; CendR NRP1 mod: 12.3; Scp-1 inhibitor: -15.6; STEP inh: 1.2; DNMT1 block: 1.1; TbMetRS inhib: -0.1; Neddylation inh: inactive; SUMO1-SIM PPI: -1.6; LMPTP block: -1.9

How did COc1ccc(CC(=O)NC2CC(C)(C)NC(C)(C)C2)cc1OC do in these assays?
NadD block: -3.4; SKN-1 inh: -19.1; CendR NRP1 mod: 12.6; Scp-1 inhibitor: -5.7; STEP inh: -1.7; DNMT1 block: 4.4; TbMetRS inhib: -2.1; Neddylation inh: inactive; SUMO1-SIM PPI: -4.6; LMPTP block: -0.1

How did CCOC(=O)c1c(C2CC2)csc1NC(=O)CSCc1c(C)noc1C do in these assays?
NadD block: 0.4; SKN-1 inh: 30.3; CendR NRP1 mod: -4.9; Scp-1 inhibitor: -7.4; STEP inh: 0.8; DNMT1 block: -6.9; TbMetRS inhib: -0.1; Neddylation inh: inactive; SUMO1-SIM PPI: 9.7; LMPTP block: 3.6

How did COc1ccc([N+](=O)[O-])cc1NC(=O)C(C)N(C)Cc1ccc(Br)cc1 (stereo unspecified) do in these assays?
NadD block: -0.4; SKN-1 inh: 11.6; CendR NRP1 mod: -11.9; Scp-1 inhibitor: -7.1; STEP inh: 2.8; DNMT1 block: 6.5; TbMetRS inhib: 0.5; Neddylation inh: inactive; SUMO1-SIM PPI: 2.5; LMPTP block: 2.0

What do the screens show for `COc1ccc2c(c1)[nH]c1c(=O)n(CC3CCCO3)cnc12` (stereo unspecified)?
NadD block: -0.4; SKN-1 inh: -7.5; CendR NRP1 mod: -66.7; Scp-1 inhibitor: -0.1; STEP inh: 2.8; DNMT1 block: 2.5; TbMetRS inhib: -1.0; Neddylation inh: inactive; SUMO1-SIM PPI: 0.8; LMPTP block: -0.3

Results for Cc1cccc(N2CCN(C(=O)CSc3nnnn3C3CC3)CC2)c1C ?
NadD block: -4.1; SKN-1 inh: -7.8; CendR NRP1 mod: 8.3; Scp-1 inhibitor: -10.4; STEP inh: 3.2; DNMT1 block: 3.3; TbMetRS inhib: -0.2; Neddylation inh: inactive; SUMO1-SIM PPI: 0.4; LMPTP block: -0.8

How did CCOc1cccc(/C=N/N=C/c2cccc(OCC)c2O)c1O do in these assays?
NadD block: 3.7; SKN-1 inh: -11.9; CendR NRP1 mod: 0.0; Scp-1 inhibitor: -12.1; STEP inh: 1.6; DNMT1 block: 15.3; TbMetRS inhib: -1.8; Neddylation inh: inactive; SUMO1-SIM PPI: -4.0; LMPTP block: -0.7

Results for CCC(C)C(NC(=O)C1CCC(C)CC1)C(=O)Nc1ccc(OC)cc1 (stereo unspecified) ?
NadD block: -0.2; SKN-1 inh: -0.2; CendR NRP1 mod: 2.6; Scp-1 inhibitor: -12.4; STEP inh: -2.8; DNMT1 block: 6.9; TbMetRS inhib: 0.8; Neddylation inh: inactive; SUMO1-SIM PPI: 5.3; LMPTP block: -4.3

What do the screens show for `Cc1nc(-c2ccc(S(=O)(=O)N3CCN(CCc4ccccc4)CC3)s2)cs1`?
NadD block: -1.9; SKN-1 inh: -5.0; CendR NRP1 mod: 8.6; Scp-1 inhibitor: -4.3; STEP inh: 5.2; DNMT1 block: -2.4; TbMetRS inhib: 0.1; Neddylation inh: inactive; SUMO1-SIM PPI: 4.8; LMPTP block: 1.2

How did O=C(CCc1nc(-c2cccs2)no1)Nc1cnc2ccccc2c1 do in these assays?
NadD block: -0.2; SKN-1 inh: -10.9; CendR NRP1 mod: -8.6; Scp-1 inhibitor: -2.7; STEP inh: -3.8; DNMT1 block: 1.6; TbMetRS inhib: 0.6; Neddylation inh: inactive; SUMO1-SIM PPI: 1.0; LMPTP block: -1.1

How did COc1ccc(Nc2nc(N3CCCC3)nc(N3CCOCC3)n2)cc1 do in these assays?
NadD block: -1.4; SKN-1 inh: 9.1; CendR NRP1 mod: 2.0; Scp-1 inhibitor: 3.5; STEP inh: -0.2; DNMT1 block: -0.6; TbMetRS inhib: -0.1; Neddylation inh: inactive; SUMO1-SIM PPI: 4.3; LMPTP block: -0.2

What do the screens show for `O=C1[C@H]2[C@@H](c3ccc(F)cc3)N3C(=O)N(c4ccc(Br)cc4)C(=O)[C@@]3(Cc3ccccc3)[C@H]2C(=O)N1C1CCCCC1`?
NadD block: 13.1; SKN-1 inh: 9.1; CendR NRP1 mod: 9.8; Scp-1 inhibitor: -17.0; STEP inh: 1.6; DNMT1 block: -8.0; TbMetRS inhib: -0.2; Neddylation inh: inactive; SUMO1-SIM PPI: -2.8; LMPTP block: 0.9

What do the screens show for `CCOc1ccc(NS(=O)(=O)c2cc(C(=O)N3CCC3)ccc2Cl)cc1`?
NadD block: -2.9; SKN-1 inh: 3.9; CendR NRP1 mod: 11.4; Scp-1 inhibitor: -5.7; STEP inh: -1.6; DNMT1 block: 0.0; TbMetRS inhib: -0.5; Neddylation inh: inactive; SUMO1-SIM PPI: 2.5; LMPTP block: 0.6

Results for CCOc1ccc(Oc2nc(C)cc(OC)n2)nn1 ?
NadD block: 0.4; SKN-1 inh: 2.6; CendR NRP1 mod: -2.2; Scp-1 inhibitor: -10.7; STEP inh: 2.1; DNMT1 block: 0.2; TbMetRS inhib: -0.2; Neddylation inh: inactive; SUMO1-SIM PPI: 1.2; LMPTP block: -2.2

How did CCOc1ccc(C(=O)COC(=O)CC)cc1 do in these assays?
NadD block: -1.9; SKN-1 inh: -5.9; CendR NRP1 mod: 2.9; Scp-1 inhibitor: 5.4; STEP inh: 2.7; DNMT1 block: 0.2; TbMetRS inhib: -0.6; Neddylation inh: inactive; SUMO1-SIM PPI: -1.6; LMPTP block: -1.2

Results for COC(=O)C(Cc1ccc(O)cc1)NC(=O)C(C)Oc1ccccc1 (stereo unspecified) ?
NadD block: -2.3; SKN-1 inh: 0.1; CendR NRP1 mod: 2.8; Scp-1 inhibitor: 3.1; STEP inh: -1.8; DNMT1 block: 4.9; TbMetRS inhib: -0.4; Neddylation inh: inactive; SUMO1-SIM PPI: -4.4; LMPTP block: 0.2

What do the screens show for `CCc1cc2cc(C)c(C)cc2nc1SCC(=O)Nc1cc(C)on1`?
NadD block: 10.2; SKN-1 inh: 0.5; CendR NRP1 mod: 5.3; Scp-1 inhibitor: -1.3; STEP inh: 1.0; DNMT1 block: 0.5; TbMetRS inhib: -0.4; Neddylation inh: inactive; SUMO1-SIM PPI: 1.2; LMPTP block: 0.9

Results for NCCCCCCNS(=O)(=O)c1cccc2c(Cl)cccc12 ?
NadD block: -0.6; SKN-1 inh: 1.4; CendR NRP1 mod: -5.2; Scp-1 inhibitor: -1.2; STEP inh: -1.6; DNMT1 block: 2.4; TbMetRS inhib: -0.2; Neddylation inh: inactive; SUMO1-SIM PPI: -19.1; LMPTP block: -1.6

How did Cc1ccc(CN2CCNC(=O)C2CC(=O)N(C)Cc2cnccn2)cc1 (stereo unspecified) do in these assays?
NadD block: -0.3; SKN-1 inh: -8.7; CendR NRP1 mod: -1.4; Scp-1 inhibitor: -5.7; STEP inh: -3.7; DNMT1 block: -5.5; TbMetRS inhib: 0.0; Neddylation inh: inactive; SUMO1-SIM PPI: -0.9; LMPTP block: -2.4
